Assay outcomes: PubChem, several laboratories
eIF4E 4G PPI: eIF4E/eIF4G interaction inhibition in translation initiation; P63073+Q04637; inhibition, % at 21.7 µM; 220,000 compounds, 0.37% hits; AID 782; TR-FRET eIF4E-eIF4GI(517-606) binding, 2 h;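 active means inhibition above about 30%, limit read from the data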;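 further: 0% = full FRET control wells and 100% = background wells lacking eIF4GI fragment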
PERK inhibitor: inhibitors of human PERK kinase. Q9NZJ5. CHO PERK-DD fusion, SEAP luminescence translation reporter. inhibition, % at 5.6 µM. 220,000 compounds, 0.17% hits. AID 1416;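 active means inhibition above the mean inhibition of all tested compounds plus 3 SD, set separately per screening campaign, cut at about 2.9% in these data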;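 further: PERK kinase domain activated by AP20187 dimerizer at 100 nM; 0% = DMSO with dimerizer and 100% = rapamycin at 8.4 µM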
Wee1 stabilizer: blocks degradation of human Wee1 kinase; P30291; HeLa Luc-Wee1K328M stability, luciferase luminescence; 100% = proteasome inhibitor MG132 effect; reporter increase, % at 5 µM; 220,000 compounds, 1.2% hits;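 active means activation above the mean of all tested compounds plus 3 SD, set per screening run, cut at about 8.8% in these data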;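 further: cells exposed to compound for 20 h before luminescence read; 0% = DMSO alone and 100% = MG132 at 30 µM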
BaF3 tox: counter-screen for JAK2V617F inhibitors: parental Ba/F3 viability inhibitors; CellTiter-Glo ATP luminescence; inhibition, % at 5.6 µM; 220,000 compounds, 1.1% hits; AID 1486;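 active means inhibition above a per-campaign cutoff, the mean inhibition of all tested compounds plus 3 SD, cut at about 27% in these data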;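 further: 0% = DMSO wells and 100% = JAK Inhibitor I control wells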
S1P4 antagonist: antagonists of human S1P4 receptor | O95977 | S1P4-expressing cells, antagonist mode, reporter read-out | inhibition, % at 4.98 µM | 220,000 compounds, 0.26% hits | AID 1510; in the data active means inhibition above about 29%;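 further: 0% = wells stimulated with agonist and 100% = vehicle wells without agonist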
Ba/F3 V617F tox: loss of viability in JAK2V617F-driven Ba/F3 cells | Ba/F3 EpoR-JAK2V617F viability, ATP luminescence | inhibition, % at 5.6 µM | 220,000 compounds, 1.1% hits | AID 1446;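 active means inhibition above the campaign mean plus 3 SD over all tested compounds, cut at about 24% in these data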;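 further: cytokine-independent growth of Ba/F3 cells driven by EpoR plus mutant JAK2; 0% = DMSO-treated cells and 100% = JAK inhibitor I control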
S1P4 ag: human S1P4 receptor agonism; 220,000 compounds, 0.35% hits; activation, % at 4.98 µM; S1P4-expressing cell line, agonist reporter assay; O95977; in the data active means activation above about 11%;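 further: 0% = DMSO vehicle and 100% = reference agonist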
NPY-Y2 PAM-ag: human NPY-Y2 potentiation or agonism, primary screen. 220,000 compounds, 0.45% hits. activation, % at 3.6 µM. AID 1359. cells expressing NPY-Y2, potentiator/agonist read-out; in the data active means activation above about 27%;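 further: cells stimulated with NPY near EC25 plus isoproterenol at EC100; 0% = vehicle plus submaximal agonist and 100% = vehicle plus saturating agonist; some results beyond the cut were filed as inactive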
Target sequence (P49146 whole entry, looked up): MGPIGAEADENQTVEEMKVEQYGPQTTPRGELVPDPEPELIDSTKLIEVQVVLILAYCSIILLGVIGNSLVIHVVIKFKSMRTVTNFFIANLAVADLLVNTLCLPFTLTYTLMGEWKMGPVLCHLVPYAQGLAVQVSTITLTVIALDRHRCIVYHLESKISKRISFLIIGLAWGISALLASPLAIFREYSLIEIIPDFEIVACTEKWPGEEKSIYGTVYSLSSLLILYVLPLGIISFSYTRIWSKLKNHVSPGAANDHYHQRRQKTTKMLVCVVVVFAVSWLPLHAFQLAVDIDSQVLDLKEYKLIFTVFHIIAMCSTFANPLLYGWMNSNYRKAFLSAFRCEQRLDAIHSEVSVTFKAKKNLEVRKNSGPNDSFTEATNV
Mdm2 ligase inh: blocks human Mdm2 ubiquitin ligase activity | Q00987 | signal enhancement, % at 5 µM | 210,000 compounds, 0.11% hits | cell-based MDM2 ubiquitination luciferase reporter, 2 h; 0 = plate control, 100 = twice control, blank-subtracted | AID 1230;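 active means signal enhancement of 30% or more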;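 further: luminescence tracks abundance of the self-degrading MDM2-luciferase fusion protein; higher signal means inhibition of MDM2 E3 ligase activity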
Target sequence (Q00987 whole entry, looked up, the tested form may be a part): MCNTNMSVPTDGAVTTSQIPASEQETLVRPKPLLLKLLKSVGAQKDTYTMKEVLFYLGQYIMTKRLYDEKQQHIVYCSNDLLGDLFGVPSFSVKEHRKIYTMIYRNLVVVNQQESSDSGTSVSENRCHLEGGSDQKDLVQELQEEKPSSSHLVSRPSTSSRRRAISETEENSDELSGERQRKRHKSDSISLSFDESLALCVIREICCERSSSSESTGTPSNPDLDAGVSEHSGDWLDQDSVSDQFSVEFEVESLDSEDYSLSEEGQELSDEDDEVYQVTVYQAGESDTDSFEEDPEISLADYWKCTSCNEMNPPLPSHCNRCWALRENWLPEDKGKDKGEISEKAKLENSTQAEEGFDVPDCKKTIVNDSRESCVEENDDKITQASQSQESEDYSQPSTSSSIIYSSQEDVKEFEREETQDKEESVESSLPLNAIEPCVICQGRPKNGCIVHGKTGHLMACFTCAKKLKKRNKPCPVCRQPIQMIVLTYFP
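Buffer or medium: Cells held in DMEM | Assay system: Stable mammalian line carrying autodegrading MDM2–luciferase fusion reporter | Quantity: 2000 cells/well | Times: 4 h settle plus 2 h compound, 37 °C | Doses: One concentration, 5 µM, with 0.2% DMSO | Technique: Luminescence with SteadyLite reagent, 15 min at room temperature | Benchmarks: Plate controls and plate blanks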
An asterisk follows results filed as active; x = no result given; [ ] = another dose, or the depositor's remark.

[1] Cc1ccc(C)c(C(=O)NC2CC(C)(C)NC(C)(C)C2)c1
[2] O=C(O)c1ccc(NC(=O)c2cn(-c3ccccc3)nc2-c2ccc(Br)cc2)cc1
[3] c1ccc(Cn2nnc3c(N4CCC5(CC4)OCCO5)ncnc32)cc1
[4] CN(C)N1C(N)=C(C#N)C(c2cccnc2)C2=C1CC(C)(C)CC2=O (centres undefined)
[5] Cc1cc(NC(=O)CSc2nc3ccccc3c(=O)n2CCCC(=O)NCc2ccccc2)n[nH]1
[6] O=C(NCc1ccncc1)c1nc(-c2ccc(C(F)(F)F)cc2)no1
[7] COc1cccc(OC)c1C(=O)Oc1ccc2c(c1)O/C(=C\c1ccncc1)C2=O
[8] Cc1ccc(/C=N/Nc2nncc(-c3ccccc3)n2)o1

screen / no.	1	2	3	4	5	6	7	8
eIF4E 4G PPI	4[fluorescence artefact?]	-3	1	3[fluorescence artefact?]	-3	-1	17	-5
PERK inhibitor	1.0	0.2	0.1	0.1	-0.2	0.9	0.5	0.5
Wee1 stabilizer	-3	0	0	9	-1	8	-3	-2
BaF3 tox	2	9	12	5	10	1	4	7
S1P4 antagonist	-11	-9	-9	5	4	-4	-14	0
Ba/F3 V617F tox	-5	2	-1	4	4	-1	-2	0
S1P4 ag	0.6	0.6	1.9	-1.5	0.8	-0.6	1.0	2.3
NPY-Y2 PAM-ag	6	28	8	3	-27	-21	-7	6
Mdm2 ligase inh	8	6	-9	4	-3	-15	2	-2

[9] COc1ccc(-c2cc(OC)c3ccccc3n2)cc1
[10] CC(NC(=O)C1(c2cccs2)CCOCC1)c1ccccc1 (centres undefined)
[11] Cc1csc(NC(=O)C(Cc2ccccc2)n2cccc2)n1 (centres undefined)
[12] CCCC[n+]1ccn(-c2nc3ccccc3nc2[N-]S(=O)(=O)c2cccs2)c1
[13] O=C(O)c1ccccc1C(=O)c1ccc(N2CCOCC2)c([N+](=O)[O-])c1
[14] COC(=O)c1ccc(CSC2=NCCS2)cc1
[15] CCOC(=O)c1sc(NC(=O)CSc2nc3c(c(=O)n2-c2ccc(F)cc2)SCC3)c(C(=O)OCC)c1C
[16] OC(CNCCc1ccccc1)c1ccccc1 (centres undefined)

screen / no.	9	10	11	12	13	14	15	16
eIF4E 4G PPI	2	2	0	6	-1	2	1[fluorescence artefact?]	3
PERK inhibitor	-0.8	0.0	0.3	0.5	0.2	1.1	1.0	-0.2
Wee1 stabilizer	3	-1	0	-1	-2	-2	-1	2
BaF3 tox	5	2	5	86*	4	6	7	2
S1P4 antagonist	-12	-8	-18	7	-14	-14	6	-9
Ba/F3 V617F tox	1	-3	-3	98*	0	-2	2	0
S1P4 ag	0.3	-0.8	0.3	-0.6	-0.2	2.2	2.5	1.2
NPY-Y2 PAM-ag	-3	4	8	-8	11	3	-7	-3
Mdm2 ligase inh	1	-13	-11	-16	-17	-9	x	-23

[17] Cc1oc(-c2cccs2)nc1CN1CCN(C2CCCC2)C(CCO)C1 (centres undefined)
[18] C[C@H](N)c1nnc(SCC(N)=O)o1
[19] CN(C)Cc1ccccc1Sc1ccc(Br)cc1
[20] CCCN1C(=S)SC(C)(C)C1/[N+]([O-])=C/c1ccc(S(=O)(=O)NC)cc1 (centres undefined)
[21] Nc1nnnn1CC(=O)N/N=C/c1cc([N+](=O)[O-])ccc1Cl
[22] O=C(C1CCN(S(=O)(=O)c2cccc3cccnc23)CC1)N1CCc2ccccc21
[23] O=C(Cc1ccc(Br)cc1)NNC(=O)Nc1ccc(Cl)cc1
[24] CSc1nnc2n(-c3ccccc3)c(=O)c3c4c(sc3n12)CCC4

screen / no.	17	18	19	20	21	22	23	24
eIF4E 4G PPI	6	-3	20	-1	1	2	2	-3
PERK inhibitor	0.5	1.3	0.5	-1.3	1.9	-0.5	0.3	-0.6
Wee1 stabilizer	0	0	2	-1	-2	-1	0	-1
BaF3 tox	7	-3	6	2	-2	4	5	-1
S1P4 antagonist	3	-14	-7	-4	-3	0	18	-8
Ba/F3 V617F tox	-1	1	-1	1	-2	-6	1	-3
S1P4 ag	1.2	0.2	1.5	0.5	-0.7	-0.2	0.2	0.1
NPY-Y2 PAM-ag	-15	-4	1	-6	14	2	-4	7
Mdm2 ligase inh	-32	-7	1	-7	0	-5	-20	-2

[25] Cc1ccccc1C(=O)c1ccc2c(c1)n(C)c(=O)n2C
[26] C=C1CSc2nc3ccccc3c(=O)n21
[27] CN(C)c1nc(N)nc(CSc2nnnn2-c2ccc(F)cc2)n1
[28] CCn1c(Cc2c(C)[nH]c3ccccc23)n[nH]c1=S
[29] Cc1cc(C(=O)CSc2nnc(-c3ccccc3F)o2)c(C)n1Cc1cccs1
[30] Nc1nc(CN2CCN(C(c3ccccc3)c3ccccc3)CC2)nc(Nc2ccccc2)n1
[31] CCOc1ccccc1NC(=O)c1cc(Cl)ccc1NC(=O)c1ccco1
[32] COc1ccc(C2CC(c3ccccc3)=NN2C(=O)COC(=O)c2cccc(S(=O)(=O)N(C)C)c2)cc1 (centres undefined)

screen / no.	25	26	27	28	29	30	31	32
eIF4E 4G PPI	4	1[fluorescence artefact?]	3	-2	1	-4	-34	6[fluorescence artefact?]
PERK inhibitor	0.1	0.8	-1.1	0.4	0.3	-1.5	0.8	-0.9
Wee1 stabilizer	-3	1	-3	-2	5	-2	-1	-3
BaF3 tox	1	3	9	0	2	-1	7	2
S1P4 antagonist	3	15	-19	8	-26	5	-13	4
Ba/F3 V617F tox	1	-3	3	-3	-1	3	4	0
S1P4 ag	1.2	0.6	-0.7	0.7	3.6	-1.2	-2.3	3.5
NPY-Y2 PAM-ag	-9	-3	-12	8	-14	-19	-19	0
Mdm2 ligase inh	-8	-9	-8	6	2	9	x	-3

[33] N#Cc1c(-c2ccco2)nc(SCC(=O)Nc2cccc(Cl)c2)[nH]c1=O
[34] O=C1N/C(=N\N=C\c2ccccn2)SC1Cc1cccc(SC(F)F)c1 (centres undefined)
[35] OCCN1CCN(c2nc(NCc3ccco3)c3ccccc3n2)CC1
[36] COc1ccc(C(=O)NNc2ccccc2)cc1OC
[37] COC(=O)c1oc2ccc(Br)cc2c1NC(C)=O
[38] COC(=O)Nc1ccc(Cc2ccncc2)cc1
[39] Cc1ccc(S(=O)(=O)Oc2ccc(/C=C(/NC(=O)c3ccccc3)C(=O)Nc3ccccc3)cc2)cc1
[40] COc1cc(C2C3=C(Nc4nc(N)[nH]c(=O)c42)c2ccccc2C3=O)ccc1O (centres undefined)

screen / no.	33	34	35	36	37	38	39	40
eIF4E 4G PPI	0[fluorescence artefact?]	-3	4	8	-6	3	-10	1
PERK inhibitor	2.3	1.0	-1.6	1.2	0.8	1.3	-2.3	0.8
Wee1 stabilizer	-3	1	-1	0	0	-1	-1	5
BaF3 tox	1	1	0	7	2	4	1	-5
S1P4 antagonist	-9	-16	-33	-11	5	-7	-20	-8
Ba/F3 V617F tox	-2	1	-2	-1	-2	0	5	1
S1P4 ag	-0.7	0.7	4.5	0.7	0.3	-0.4	1.1	-1.9
NPY-Y2 PAM-ag	8	-13	-19	-2	-12	14	-19	5
Mdm2 ligase inh	-1	8	-8	-2	-19	-7	-15	x

[41] CN1CC(=O)N(CC(=O)Nc2ccc(N(C)C)cc2)c2ccccc2C1=O
[42] O=C(O)CC1S/C(=N/N=C/C2CC=CCC2)NC1=O (centres undefined)
[43] Cc1cc(C)c(S(=O)(=O)Nc2ccc(-c3cn4ccccc4n3)cc2)c(C)c1
[44] COc1ccc(-c2nc3c([nH]2)c(=O)n(C)c(=O)n3C)c(OC)c1
[45] COC(=O)c1ccc(OCCOc2ccc(C(=O)OC)cc2)cc1
[46] Cc1ccccc1C(=O)Nc1ccc(S(=O)(=O)Nc2onc(C)c2C)cc1
[47] CCOC(=O)c1cccc(NC(=O)CNS(=O)(=O)c2cccs2)c1
[48] COc1cc(OC)c(C2N(c3ccccn3)C(=O)C3CCCN32)cc1OC (centres undefined)

screen / no.	41	42	43	44	45	46	47	48
eIF4E 4G PPI	-2	-5	-8	1	-12	-5	3	-4
PERK inhibitor	0.3	0.6	-2.4	0.3	3.5*	1.4	0.4	0.3
Wee1 stabilizer	0	0	4	-3	3	-1	-4	-2
BaF3 tox	1	5	4	-1	2	-2	7	3
S1P4 antagonist	-12	8	-18	-14	3	-6	5	-4
Ba/F3 V617F tox	-2	2	1	-2	-1	0	4	1
S1P4 ag	1.4	-0.4	3.8	3.5	-1.8	-0.3	0.5	0.2
NPY-Y2 PAM-ag	0	1	-19	-11	7	-19	-4	-9
Mdm2 ligase inh	-3	4	-9	-7	11	7	-8	1

3 entries picked at random from those above, as already listed:
[37] COC(=O)c1oc2ccc(Br)cc2c1NC(C)=O
[7] COc1cccc(OC)c1C(=O)Oc1ccc2c(c1)O/C(=C\c1ccncc1)C2=O
[36] COc1ccc(C(=O)NNc2ccccc2)cc1OC

screen / no.	37	7	36
eIF4E 4G PPI	-6	17	8
PERK inhibitor	0.8	0.5	1.2
Wee1 stabilizer	0	-3	0
BaF3 tox	2	4	7
S1P4 antagonist	5	-14	-11
Ba/F3 V617F tox	-2	-2	-1
S1P4 ag	0.3	1.0	0.7
NPY-Y2 PAM-ag	-12	-7	-2
Mdm2 ligase inh	-19	2	-2

Carrying on:
[49] CCN(CC)C(=O)c1cn(C)c(=O)c2cc(OC)c(OC)cc12
[50] O=C(CCl)N(c1ccc(Cl)cc1)c1c[nH]c2ccccc12
[51] COc1ccc(CC(=O)OCC(=O)Nc2ccc(Br)cc2)cc1
[52] Cc1ccc(CNC(=S)N(C)C)cc1
[53] O=C(N/C(=C\c1ccccc1)C(=O)N1CCCCCC1)c1ccccc1
[54] C=C1N(c2ccc(Cl)cc2)C(=O)OC1(C)C

screen / no.	49	50	51	52	53	54
eIF4E 4G PPI	-4	-1	1	0	-1	1[fluorescence artefact?]
PERK inhibitor	0.6	-1.9	-0.5	0.7	0.6	0.8
Wee1 stabilizer	-1	3	4	-1	-3	-1
BaF3 tox	0	12	4	1	9	0
S1P4 antagonist	2	11	-20	1	-5	0
Ba/F3 V617F tox	-4	72*	-1	-3	-1	-3
S1P4 ag	-1.1	-5.2	-0.1	-1.1	-0.3	3.8
NPY-Y2 PAM-ag	-4	23	-10	-14	0	-4
Mdm2 ligase inh	-2	-10	7	1	-1	-1
